KOR beta-arrestin-1: KOR antagonists, beta-arrestin recruitment, cell-based, luminescence, uHTS (AID 1778); KOR beta-arrestin recruitment, luminescence, antagonist mode; higher % means a stronger effect; one-dose inhibition, % at 10 µM; IC50 in µM for titrated hits; 290,000 tested, 0.091% active; in the data active = inhibition above about 50%; also: strong numbers were not always called active
KOR beta-arrestin-2: kappa opioid receptor activators – cell-based, luminescence, uHTS, primary screen (AID 1777). KOR beta-arrestin recruitment, luminescence; higher % means a stronger effect. activation, % at 10 µM; hits with a dose series show EC50 in µM. 280,000 tested, 0.02% active; in the data active = activation above about 50%, passing the limit was not always enough; also: a part of the inactive calls stands beside numbers as strong as those of hits
GPR55 antagonists: GPR55 antagonists blocking LPI-driven arrestin recruitment, primary screen, imaging, U2OS, beta-arrestin-GFP, LPI agonist (AID 2013) | U2OS GPR55 beta-arrestin-GFP translocation imaging, LPI antagonism; higher % means a stronger effect | inhibition, % at 10 µM; hits with a dose series show IC50 in µM | 290,000 tested, 0.13% active;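 active = spots per cell inhibited over 60%, with over 100 cells counted and total cytoplasm intensity under 500,000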;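 also: U2OS cells stably carrying GPR55 and arrestin-GFP stimulated by 5 µM LPI near EC80; imaged beta-arrestin-GFP aggregate spots per cell after agonist stimulation; plate controls were LPI-stimulated DMSO wells for no effect and DMSO wells without LPI for full effect; some results filed as inactive read as strong as hits; confirmed hits need IC50 under 10 µM and bright autofluorescent wells are also inconclusive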
NOD1 NF-kB reporter: inhibition of NOD1-driven NF-kB reporter – cell-based, luminescence, uHTS, primary screen (AID 1578). NOD1-driven NF-kB luciferase reporter cells, luminescence; higher % means a stronger effect. one-dose inhibition, % at 4 µM; EC50 in µM for titrated hits. 290,000 tested, 1% active; in the data active = inhibition mostly above about 36%, no sharp cut-off; inactive = mostly below about 34%;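 also: HEK-293T reporter cells stimulated with the NOD1 agonist gamma-tri-DAP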
NS5 inhibitors: flavivirus cap methylation enzyme inhibition – biochemical, confirmation dose response, primary screen (AID 588689) | 340,000 tested, 0.3% active | inhibition, % at 25 µM, or IC50 in µM where a hit was titrated | Dengue-2 NS5 methyltransferase capping enzyme assay, biochemical; higher % means a stronger effect; in the data active = a potency from the dose series
GPR35 arrestin U2OS: GPR35 antagonists blocking zaprinast-driven arrestin recruitment, primary screen, imaging, U2OS, beta-arrestin-GFP, zaprinast agonist (AID 2058); U2OS GPR35 beta-arrestin-GFP translocation imaging, zaprinast antagonism; higher % means a stronger effect; 290,000 tested, 0.052% active; inhibition, % at 10 µM, or IC50 in µM where a hit was titrated;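 active = inhibition of at least 50% with at least 30 cells and total cytoplasm GFP at most 10,000,000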
West Nile antiviral: West Nile virus antiviral activity, cell-based, CPE readout (AID 1621) | West Nile virus-infected cells, CPE inhibition; higher % means a stronger effect | 290,000 tested, 0.02% active | one-dose CPE inhibition, % at 10 µM; IC50 in µM for titrated hits; in the data active = a potency from the dose series; also: strong numbers were not always called active
GPR55 activation: GPR55 agonists via beta-arrestin recruitment, primary screen, imaging, U2OS cells, beta-arrestin-GFP redistribution (AID 1961) | one-dose activation, % at 10 µM; EC50 in µM for titrated hits | 290,000 tested, 0.048% active | U2OS GPR55 beta-arrestin-GFP redistribution imaging; higher % means a stronger effect;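 active = activation above 40% with more than 50 cells counted in the well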;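 also: U2OS osteosarcoma cells stably expressing GPR55 and beta-arrestin-GFP; plate controls were DMSO negative control for no effect and LPI positive control for full effect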
HIV fusion peptide: inhibitors of HIV fusion peptide binding, primary screen, biochemical, uHTS, fluorescence dequenching (AID 1986); cell-free peptide binding, fluorescence dequenching, 30 min; higher % means a stronger effect; inhibition, % at 20 µM, or IC50 in µM where a hit was titrated; 290,000 tested, 0.3% active; in the data active = inhibition mostly above about 52%, no sharp cut-off; inactive = mostly below about 76%; also: some results filed as inactive read as strong as hits
* = called active by the depositor; . = not tested or not shown; [ ] = remark or other dose. The list is partial; the hit share may differ from the screen's.

#	KOR beta-arrestin-1	KOR beta-arrestin-2	GPR55 antagonists	NOD1 NF-kB reporter	NS5 inhibitors	GPR35 arrestin U2OS	West Nile antiviral	GPR55 activation	HIV fusion peptide	mol
1	-51%	0.3%	6%	-28%	0%	0%	-1.0%	-0.1%	1.2%	CN1C(=O)/C(=C/c2ccc(C(=O)NC3CCCC3)cc2)Oc2ccccc21
2	-26%	7.4%	-4%	-32%	-5%	11%	-0.7%	-0.1%	0.9%	O=[N+]([O-])c1ccccc1OCCN1CCCC1
3	48%	-4.0%	8%	22%	2%	0%	0.0%	0.2%	-2.2%	Cc1onc(-c2ccccc2Cl)c1C(=O)NCC1CCCO1 (centres undefined)
4	-10%	-8.7%	10%	-20%	-6%	3%	-0.6%	-0.1%	1.8%	COc1ccc(C(=O)COc2cccc(NC(=O)c3ccco3)c2)cc1
5	7%	2.3%	11%	3%	6%	0%	0.2%	0.0%	9.5%	COc1ccc(OC)c(/C=N/NC(=O)CC2C(=O)NN=C2C)c1 (centres undefined)
6	2%	12%	14%	16%	1%	9%	-1.1%	0.0%	-1.2%	Cc1nc2ccccc2nc(C)c1=NOCc1ccc(Cl)cc1Cl
7	5%	-6.3%	-15%	10%	4%	3%	0.1%	-0.2%	-1.4%	O=C(COC(=O)CC1CC2CCC1C2)NC(=O)NCc1ccco1 (centres undefined)
8	-26%	9.0%	-12%	-20%	-8%	-11%	-1.1%	0.1%	6.9%	NNc1nc2c(Cl)cccc2s1
9	-31%[20 µM]	5.1%	-1%	-17%	-4%	5%	-0.6%	-0.2%	-0.9%	Cc1ccc(S(=O)(=O)NCc2ccccc2C)cc1
10	-146%[20 µM]	18%	12%	-27%	-6%	-4%	-0.1%	-0.1%	-0.3%	N#CCCn1cc(C(=O)Nc2ccc([N+](=O)[O-])cc2)c(-c2cc3ccccc3o2)n1
11	16%	-0.6%	7%	-7%	.	7%	-0.2%	-0.2%	-0.5%	CCOC(=O)CN1C(=O)N[C@@H](c2ccc(Br)cc2)C(C(C)=O)=C1C
12	-13%	-0.5%	6%	5%	-5%	8%	-0.1%	-0.6%	-2.1%	Cc1ccc(C(=O)N/C(=C/c2ccc(-c3ccc(Br)cc3)o2)C(=O)NC2CCS(=O)(=O)C2)cc1 (centres undefined)
13	-44%	5.1%	-16%	26%	-5%	0%	-0.2%	0.3%	0.5%	O=C(COc1ccc(S(=O)(=O)N2CCOCC2)cc1Cl)NC1CC1
14	-5%	2.8%	84%	-14%	-3%	-3%	-0.9%	0.0%	3.9%	Cc1ccc(Nc2nc(CSc3nnc(-c4ccc(F)cc4)n3C)cs2)cc1
15	-28%	5.2%	-1%	-12%	2%	12%	.	-0.5%	-1.3%	O=C(Nc1ccc(Oc2ccc(C(F)(F)F)cn2)c(Cl)c1)C1CC1
16	-37%[20 µM]	.	-17%	-9%	-8%	9%	-1.4%	-0.1%	-1.8%	Cc1ccc(C(C)C)c(OCCCCN2CCNCC2)c1
17	-4%	-4.2%	-4%	-15%	-5%	-20%	-1.3%	-0.1%	1.2%	COc1cccc(CC2(CO)CCN(S(=O)(=O)c3ccc(OC)cc3OC)CC2)c1
18	-10%	-1.8%	4%	-10%	-5%	-3%	0.4%	-0.1%	-1.0%	O=C(CCN1C(=O)c2cccc3cccc(c23)C1=O)NC1CCS(=O)(=O)C1 (centres undefined)
19	18%	-5.7%	2%	-28%	-4%	-13%	-0.1%	-0.1%	-3.4%	c1ccc(-c2noc(-c3cccc4ccccc34)n2)nc1
20	-6%	-2.8%	7%	-28%	-3%	12%	1.2%	0.9%	0.4%	CCOC(=O)N1CCC(Nc2ncnc3c2cnn3-c2ccccc2)CC1
21	8%	-0.2%	4%	-8%	-2%	-15%	-0.4%	-0.1%	-1.9%	Cc1ccc(O)c(N=Nc2ccc(S(=O)(=O)N3CCCC3)cc2)c1
22	-23%	1.9%	6%	55%	-1%	4%	0.3%	-0.1%	1.9%	CCOC(=O)N1CCN(Cc2ccc(F)cc2F)CC1
23	19%	-1.4%	8%	-4%	4%	-4%	0.0%	-0.1%	-1.0%	O=C1COc2ccc(S(=O)(=O)N3CCc4ccccc43)cc2N1
24	-17%	5.6%	-10%	-21%	-1%	-17%	0.2%	-0.3%	-1.1%	O=C(CNC(=O)c1ccc(Br)cc1)NCC(=O)OCC(=O)c1ccc([N+](=O)[O-])cc1

Shown with one line to a screen: part of the list above.
6. Cc1nc2ccccc2nc(C)c1=NOCc1ccc(Cl)cc1Cl
19. c1ccc(-c2noc(-c3cccc4ccccc34)n2)nc1

| compound no. | 6 | 19 |
| --- | --- | --- |
| KOR beta-arrestin-1 | 2% | 18% |
| KOR beta-arrestin-2 | 12% | -5.7% |
| GPR55 antagonists | 14% | 2% |
| NOD1 NF-kB reporter | 16% | -28% |
| NS5 inhibitors | 1% | -4% |
| GPR35 arrestin U2OS | 9% | -13% |
| West Nile antiviral | -1.1% | -0.1% |
| GPR55 activation | 0.0% | -0.1% |
| HIV fusion peptide | -1.2% | -3.4% |

A portion from the list above, as a working copy:
#	KOR beta-arrestin-1	KOR beta-arrestin-2	GPR55 antagonists	NOD1 NF-kB reporter	NS5 inhibitors	GPR35 arrestin U2OS	West Nile antiviral	GPR55 activation	HIV fusion peptide	mol
12	-13%	-0.5%	6%	5%	-5%	8%	-0.1%	-0.6%	-2.1%	Cc1ccc(C(=O)N/C(=C/c2ccc(-c3ccc(Br)cc3)o2)C(=O)NC2CCS(=O)(=O)C2)cc1 (centres undefined)
13	-44%	5.1%	-16%	26%	-5%	0%	-0.2%	0.3%	0.5%	O=C(COc1ccc(S(=O)(=O)N2CCOCC2)cc1Cl)NC1CC1
14	-5%	2.8%	84%	-14%	-3%	-3%	-0.9%	0.0%	3.9%	Cc1ccc(Nc2nc(CSc3nnc(-c4ccc(F)cc4)n3C)cs2)cc1
15	-28%	5.2%	-1%	-12%	2%	12%	.	-0.5%	-1.3%	O=C(Nc1ccc(Oc2ccc(C(F)(F)F)cn2)c(Cl)c1)C1CC1
16	-37%[20 µM]	.	-17%	-9%	-8%	9%	-1.4%	-0.1%	-1.8%	Cc1ccc(C(C)C)c(OCCCCN2CCNCC2)c1
17	-4%	-4.2%	-4%	-15%	-5%	-20%	-1.3%	-0.1%	1.2%	COc1cccc(CC2(CO)CCN(S(=O)(=O)c3ccc(OC)cc3OC)CC2)c1
18	-10%	-1.8%	4%	-10%	-5%	-3%	0.4%	-0.1%	-1.0%	O=C(CCN1C(=O)c2cccc3cccc(c23)C1=O)NC1CCS(=O)(=O)C1 (centres undefined)
19	18%	-5.7%	2%	-28%	-4%	-13%	-0.1%	-0.1%	-3.4%	c1ccc(-c2noc(-c3cccc4ccccc34)n2)nc1
20	-6%	-2.8%	7%	-28%	-3%	12%	1.2%	0.9%	0.4%	CCOC(=O)N1CCC(Nc2ncnc3c2cnn3-c2ccccc2)CC1
21	8%	-0.2%	4%	-8%	-2%	-15%	-0.4%	-0.1%	-1.9%	Cc1ccc(O)c(N=Nc2ccc(S(=O)(=O)N3CCCC3)cc2)c1
22	-23%	1.9%	6%	55%	-1%	4%	0.3%	-0.1%	1.9%	CCOC(=O)N1CCN(Cc2ccc(F)cc2F)CC1
23	19%	-1.4%	8%	-4%	4%	-4%	0.0%	-0.1%	-1.0%	O=C1COc2ccc(S(=O)(=O)N3CCc4ccccc43)cc2N1
24	-17%	5.6%	-10%	-21%	-1%	-17%	0.2%	-0.3%	-1.1%	O=C(CNC(=O)c1ccc(Br)cc1)NCC(=O)OCC(=O)c1ccc([N+](=O)[O-])cc1
